Ba/F3 V617F tox: loss of viability in JAK2V617F-driven Ba/F3 cells. Ba/F3 EpoR-JAK2V617F viability, ATP luminescence. inhibition, % at 5.6 µM. 220,000 tested, 1.1% active;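 active means inhibition above the campaign mean plus 3 SD over all tested compounds, cut at about 24% in these data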;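 further: cytokine-independent growth of Ba/F3 cells driven by EpoR plus mutant JAK2; 0% = DMSO-treated cells and 100% = JAK inhibitor I control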
CHOP inh: blocks CHOP induction under ER stress; CHO-K1 CHOP-promoter luciferase, tunicamycin-induced, 15-18 h; inhibition, % at 10 µM; 220,000 tested, 3.8% active;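 active means compounds that reduced the stress-induced luciferase reporter signal by more than about 70% of percent inhibition, limit read from the data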;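 further: 0% = tunicamycin plus vehicle and 100% = wells without tunicamycin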
NCF1 inh: p47phox (human) inhibition. P14598. p47phox/p22phox peptide binding, fluorescence polarization, 2 h. inhibition, % at 24.7 µM. 220,000 tested, 0.53% active;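 active means inhibition above about 30%, limit read from the data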;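 further: 0% = p47phox with labelled peptide and 100% = labelled peptide alone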
NPY-Y2 PAM-ag: human NPY-Y2 potentiation or agonism, primary screen. cells expressing NPY-Y2, potentiator/agonist read-out. activation, % at 3.6 µM. 220,000 tested, 0.45% active. P49146. AID 1359; in the data active means activation above about 27%;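 further: cells stimulated with NPY near EC25 plus isoproterenol at EC100; 0% = vehicle plus submaximal agonist and 100% = vehicle plus saturating agonist; some results beyond the cut were filed as inactive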
Target sequence (P49146 whole entry, looked up): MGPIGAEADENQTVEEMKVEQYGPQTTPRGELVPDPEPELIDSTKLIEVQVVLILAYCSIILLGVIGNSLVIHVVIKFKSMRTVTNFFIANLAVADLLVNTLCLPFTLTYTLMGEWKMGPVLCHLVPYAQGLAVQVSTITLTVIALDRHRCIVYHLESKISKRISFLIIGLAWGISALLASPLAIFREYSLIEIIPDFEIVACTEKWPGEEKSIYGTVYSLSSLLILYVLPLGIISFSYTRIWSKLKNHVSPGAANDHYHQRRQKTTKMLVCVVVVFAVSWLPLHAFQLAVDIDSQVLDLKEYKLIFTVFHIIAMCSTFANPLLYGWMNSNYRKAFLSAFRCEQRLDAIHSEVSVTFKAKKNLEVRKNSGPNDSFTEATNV
NPY-Y1 PAM-ag: potentiates or activates human NPY-Y1 receptor | P25929 | NPY-Y1 expressing cells, potentiator/agonist activation | activation, % at 3.6 µM | 220,000 tested, 0.37% active; in the data active means activation above about 33%, passing the limit was not always enough;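 further: cells stimulated with NPY at EC10 then isoproterenol at EC100; 0% = low agonist plus stimulus and 100% = saturating agonist plus stimulus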
BaF3 tox: parental Ba/F3 viability inhibition as JAK2V617F counter-screen; 220,000 tested, 1.1% active; inhibition, % at 5.6 µM; AID 1486; CellTiter-Glo ATP luminescence;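 active means inhibition above a per-campaign cutoff, the mean inhibition of all tested compounds plus 3 SD, cut at about 27% in these data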;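 further: 0% = DMSO wells and 100% = JAK Inhibitor I control wells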
S1P4 agonist: agonists of human S1P4 receptor; O95977; S1P4-expressing cell line, agonist reporter assay; activation, % at 4.98 µM; 220,000 tested, 0.35% active; AID 1509; in the data active means activation above about 11%;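 further: 0% = DMSO vehicle and 100% = reference agonist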
Target sequence (O95977 whole entry, looked up): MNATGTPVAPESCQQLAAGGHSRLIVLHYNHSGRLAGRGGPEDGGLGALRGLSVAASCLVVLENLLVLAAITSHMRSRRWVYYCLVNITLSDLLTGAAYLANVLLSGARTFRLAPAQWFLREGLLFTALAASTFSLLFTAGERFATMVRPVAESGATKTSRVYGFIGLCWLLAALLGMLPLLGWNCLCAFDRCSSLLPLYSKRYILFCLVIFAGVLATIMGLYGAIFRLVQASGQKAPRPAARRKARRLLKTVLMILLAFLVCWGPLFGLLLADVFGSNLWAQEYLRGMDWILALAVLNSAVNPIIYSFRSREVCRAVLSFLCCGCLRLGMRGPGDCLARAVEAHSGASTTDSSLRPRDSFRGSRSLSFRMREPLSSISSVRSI
S1P4 antagonist: antagonists of human S1P4 receptor; S1P4-expressing cells, antagonist mode, reporter read-out; inhibition, % at 4.98 µM; 220,000 tested, 0.26% active; AID 1510; in the data active means inhibition above about 29%;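 further: 0% = wells stimulated with agonist and 100% = vehicle wells without agonist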
NPY-Y1 antag: antagonists of human neuropeptide Y receptor Y1. HEK293-CNG Y1 cells, membrane potential fluorescence; NPY at EC95, then isoproterenol. inhibition, % at 3.6 µM. 200,000 tested, 1% active. AID 1040;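 active means inhibition above the campaign mean inhibition of all tested compounds plus 3 SD, cut at about 20% in these data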;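 further: 0% = DMSO wells given NPY plus isoproterenol and 100% = isoproterenol alone without NPY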
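Benchmarks – high control isoproterenol alone, low control NPY with isoproterenol · Material – HEK293 Y1/CNG channel cell line · Times – dye 3 h, compound 60 min room temperature, stimulation 45 min · Probe or stimulus – NPY (25 nM), isoproterenol (1 µM), Ro 20-1724 (25 µM) · Evaluation – % inhibition of NPY effect · Signal – fluorescence, membrane potential probe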
Numbers without * were called inactive; x = not tested or not shown.

SMILES	Ba/F3 V617F tox	CHOP inh	NCF1 inh	NPY-Y2 PAM-ag	NPY-Y1 PAM-ag	BaF3 tox	S1P4 agonist	S1P4 antagonist	NPY-Y1 antag
O=C(Nc1nnc(-c2cccs2)o1)c1ccco1	4.6	8.3	8.3	-17.8	12.6	5.9	-5.5	0.2	2.1
CNC(=O)N(C1=NCC(C)(C)S1)c1ccc(F)c(Cl)c1	2.5	x	-9.2	-15.3	-23.6	3.8	-0.1	-2.0	7.6
CC(=O)Nc1ccc(N=Cc2ccc(OCc3ccccc3)cc2)cc1	-0.5	-21.1	-9.4	-10.3	2.1	4.0	-0.8	-10.2	10.4
COc1cccc(/C=N/NC(=O)c2cnn(-c3ccccc3)c2N)c1	-4.3	14.1	-8.6	-8.0	-5.1	-1.1	2.3	3.5	x
O=C(CCCOc1ccccc1)NCc1ccco1	-3.1	-5.4	0.5	-0.4	-17.2	1.1	1.5	-11.2	10.5
c1ccc(CNc2ncnc3nc[nH]c23)cc1	1.0	2.9	-4.9	4.1	-0.2	3.0	-0.1	-13.3	1.7
CCOC(=O)N1CCC(NC(=O)Cc2ccc(-n3c(=O)[nH]c4ccccc4c3=O)cc2)CC1	-1.9	x	x	-2.8	-5.3	1.8	0.9	-28.3	4.3
CCc1ccc(N2CC(C(=O)OCC(=O)NC3CCS(=O)(=O)C3)CC2=O)cc1 (stereo not given)	2.3	-6.0	-3.0	-0.7	-3.4	3.1	0.9	-4.6	2.6
CCOc1ccc(CNC(=O)CCCc2cn(C)c3ccccc23)cc1OC	-3.5	8.4	2.6	8.4	7.8	-1.9	1.4	-3.9	1.1
COc1ccc(-c2cc(C(=O)NCCN3CCOCC3)c3ccccc3n2)c(OC)c1	-4.7	3.5	-12.0	-9.2	22.3	4.7	0.6	-0.9	3.0
O=C(CSc1nc2ccccc2c(=O)n1-c1ccc(F)cc1)Nc1cc(S(=O)(=O)N2CCOCC2)ccc1Cl	-1.0	16.6	-34.9	-3.1	-33.2	6.6	-0.7	2.5	8.3
Cc1ccc(S(=O)(=O)N(C)CC(=O)OCC(=O)N2CC(=O)Nc3ccccc32)cc1	-7.8	-12.6	-3.9	1.9	6.0	-1.2	0.3	10.8	1.3
COc1ccc(OCC2c3cc(OC)c(OC)cc3CCN2C(=O)C(C)C)cc1 (stereo not given)	-3.6	-35.0	-4.8	-8.2	2.0	5.0	-0.5	9.5	1.0
CCOc1ccc(-n2c(SC(C)C(=O)OC)nc3c(c2=O)SCC3)cc1 (stereo not given)	-2.4	x	x	15.9	-1.1	0.1	2.5	-6.3	1.7
CSc1nsc(SC)c1NC(=O)N1CCCC1	4.2	57.1	-0.7	5.4	-8.8	8.4	2.6	-8.2	-2.9
CCOC(=O)N1CCN(C(=O)c2cnsn2)CC1	0.5	-1.2	-1.0	-2.3	-2.6	3.6	0.1	-40.4	-2.6
COc1ccc(C(=O)C2CCCN(Cc3c[nH]c4ccccc34)C2)c(OC)c1 (stereo not given)	6.2	7.9	-5.6	-18.0	-26.5	6.3	0.2	-13.8	0.9
CCN(CC)c1ccc(/C=C(/C#N)c2nc3ccc(C)cc3[nH]2)c(OC(C)C)c1	2.5	54.4	-45.4	32.2	44.4*	5.2	-2.2	13.5	-3.0
Fc1ccc(-n2cc(CNCCc3ccncc3)c(-c3ccccc3Cl)n2)cc1	5.6	22.3	-33.6	-22.2	-28.2	15.4	-1.0	-12.1	9.7
CN1CCN(Cc2nc(Cc3cccc(F)c3)no2)CC1c1ccccc1 (stereo not given)	-1.0	27.4	-3.0	-9.3	18.8	-1.8	-0.1	-21.6	2.4
CCC(=O)N1CCc2cc(S(=O)(=O)CCC(=O)O)ccc21	1.7	9.8	-25.5	2.7	-3.2	2.3	1.1	-14.0	-3.2
O=C(c1ccc([N+](=O)[O-])cc1Cl)N1CCN(c2ccccn2)CC1	-1.7	3.1	-2.6	18.3	10.0	-0.7	1.4	-17.6	x
COC(=O)c1cc(N=Nc2sc(N)nc2C)cc(C(=O)OC)c1	-3.5	80.2*	4.4	4.2	28.6	-3.7	0.6	-14.4	x
Cc1ccccc1NC(=O)c1sc(Cl)nc1C	-0.7	-18.3	-2.5	-2.0	6.0	3.3	-1.1	-9.4	-2.6
O=C(NC1CCCCC1)N1CCCc2ccccc21	-3.9	25.4	-9.2	8.1	-4.1	-0.8	-0.7	-23.3	1.5
COc1ccc(NC(=O)CCN2CCC(C)CC2)cc1	3.7	-3.7	-9.6	-7.6	9.5	3.3	1.1	-11.8	-1.5
COc1ccc(C(=O)NC(=S)Nc2ccccc2N2CCN(S(C)(=O)=O)CC2)cc1OC	-1.9	44.2	-18.6	-14.2	6.6	8.1	-0.2	-1.3	7.0
O=C(NCCOCCOCCNC(=O)c1cccnc1)c1cccnc1	0.4	43.7	4.0	9.7	3.1	-2.5	1.8	4.7	-5.0
COC(=O)c1ccc(N=c2sc(C(=O)OC)cc(=O)n2C)cc1	-0.9	-31.8	-9.7	-1.2	-18.6	-5.2	-0.8	-2.5	-1.4
COc1cc(C)nc(Oc2ccc(=O)n(C)n2)n1	1.3	0.2	-1.5	-9.7	-28.4	4.7	-0.4	-18.9	6.1

Ordered by length of the SMILES (lowest first): some entries from above.
SMILES	Ba/F3 V617F tox	CHOP inh	NCF1 inh	NPY-Y2 PAM-ag	NPY-Y1 PAM-ag	BaF3 tox	S1P4 agonist	S1P4 antagonist	NPY-Y1 antag
O=C(Nc1nnc(-c2cccs2)o1)c1ccco1	4.6	8.3	8.3	-17.8	12.6	5.9	-5.5	0.2	2.1
CC(=O)Nc1ccc(N=Cc2ccc(OCc3ccccc3)cc2)cc1	-0.5	-21.1	-9.4	-10.3	2.1	4.0	-0.8	-10.2	10.4
Fc1ccc(-n2cc(CNCCc3ccncc3)c(-c3ccccc3Cl)n2)cc1	5.6	22.3	-33.6	-22.2	-28.2	15.4	-1.0	-12.1	9.7

More records.
SMILES	Ba/F3 V617F tox	CHOP inh	NCF1 inh	NPY-Y2 PAM-ag	NPY-Y1 PAM-ag	BaF3 tox	S1P4 agonist	S1P4 antagonist	NPY-Y1 antag
CCC1SC(CC)C(=O)N(CC(=O)NC2CCCCC2)C1=O (stereo not given)	1.3	11.2	-0.6	-3.7	0.5	0.8	-0.7	-6.0	4.1
Cn1c(NC(=O)C(C)(C)Oc2ccc(Cl)cc2)cc(=O)n(C)c1=O	1.7	35.1	-14.4	6.0	-5.5	9.0	-0.2	-0.3	4.3
c1ccc(NCc2ccccn2)cc1	2.0	-9.4	-9.7	-8.8	-9.8	6.6	2.1	0.1	0.6
Cc1ccc(N(Cc2ccco2)C(=O)c2ccc(N3CCCCC3)c([N+](=O)[O-])c2)cc1	4.5	22.9	4.7	-3.6	-25.8	7.3	0.9	2.4	17.7
CCNc1nc(Cl)nc(NCc2ccccc2)n1	-3.4	47.1	-12.2	17.6	9.3	-0.8	0.5	11.6	-0.3
COc1ccccc1OCCn1c(=O)oc2ccc(C)cc21	-2.8	26.2	-3.2	-7.3	-4.3	2.2	1.8	-14.7	8.0
Cc1nc(NC(=S)NC(=O)c2cccs2)sc1C(=O)N(C)C	-2.2	12.1	-7.1	-9.2	5.6	-0.4	1.5	-15.8	-1.3
COc1ccccc1NS(=O)(=O)c1cc(C)ccc1C	-1.1	10.6	-3.6	-3.7	12.1	5.8	0.4	-2.5	-0.3
O=S(=O)(Nc1ccc(N2CCCCC2)cc1)c1ccccc1	-2.2	29.3	-5.2	6.7	-4.1	1.8	0.7	-24.6	-2.8
N/C(=N\c1nc2ccccc2o1)NC(=O)c1ccccc1F	-0.6	23.6	-129.2	-3.3	-3.8	0.0	0.2	-3.7	7.5
CS(=O)(=O)c1ccc2nc(NC(=O)C3=NN(c4ccccc4)C(=O)CC3)sc2c1	0.5	17.4	-26.7	-6.1	2.4	0.0	-0.7	-3.2	x
O=C(NNC1CC(=O)N(c2cccc(Cl)c2)C1=O)c1cccnc1 (stereo not given)	-3.0	0.3	-11.9	7.4	-11.4	1.3	2.9	0.1	2.0
C/C(=N\Nc1nnc(-c2ccccc2)c(-c2ccccc2)n1)c1cccc([N+](=O)[O-])c1	-1.2	78.2*	3.3	-0.6	-9.4	4.3	-0.6	-14.8	2.1
CCOc1ccc(N2C(=O)Nc3ccccc3C2(O)C(=O)NCc2ccc(F)cc2)cc1 (stereo not given)	-3.5	9.1	5.1	5.3	-12.8	2.4	1.1	-10.0	7.1
N#CC1(P(=O)(c2ccccc2)c2ccccc2)CC1	0.6	20.0	-8.4	-5.3	2.0	3.0	1.8	-18.6	4.3
O=C(NNc1ccccn1)C(=O)NNS(=O)(=O)c1ccc(Cl)cc1	3.5	-2.4	-13.5	-5.2	-3.5	1.7	0.7	3.3	9.4
CCCS(=O)(=O)N1CCC(C(=O)N2CCN(Cc3ccccc3)CC2)CC1	2.1	-27.9	-7.8	-7.3	14.9	1.5	0.8	3.3	-5.6
Cc1cccc(CN2CCC(C(N)=O)CC2)c1	-3.1	33.9	-6.7	13.6	-10.1	4.0	-0.8	11.9	-3.2
Cc1ccc(Cn2c(Cc3ccccc3)nc3ccccc32)cc1	0.5	-19.3	-20.8	8.9	1.3	-0.5	-0.8	-31.9	-2.1
CCNc1nc(NC(C)CC)nc(Oc2ccc(=O)[nH]n2)n1 (stereo not given)	-0.1	22.4	-0.8	8.3	-6.0	2.5	-1.2	3.2	-3.6
CC(=O)c1c(C)[nH]c(C(=O)Nc2ccc(Cl)c(S(=O)(=O)N3CCOCC3)c2)c1C	0.6	0.3	-18.1	-8.9	17.6	8.5	0.5	-12.2	1.1
Cn1ncc(N=Cc2ccc([N+](=O)[O-])cc2)c1C(=O)Nc1ccccc1	-0.4	-14.2	3.9	-12.6	1.2	2.5	1.1	-15.3	-5.1
O=C(NCc1ccccc1Cl)c1cnc2n(c1=O)CCS2	3.0	-1.0	1.9	-12.7	-0.3	6.1	-1.2	-20.2	-5.5
O=P(c1ccccc1)(c1ccccc1)c1nc(-c2ccccc2)oc1N1CCOCC1	-2.6	-0.5	-15.2	21.1	22.6	1.2	1.0	-12.0	x
Cc1cc2c(c(SCC(=O)NCCc3ccccc3)n1)C(=O)OC2	-3.4	10.1	-8.0	5.0	17.0	2.3	0.6	-15.8	-4.4
CCN(c1ccccc1)S(=O)(=O)c1ccc(Cl)c(NC(=O)COC(=O)c2ccc[n+]([O-])c2)c1	3.1	1.5	-18.9	-1.7	2.1	7.5	-0.3	-8.1	4.8
C[C@@H](NC(=O)c1nc[nH]c1C(=O)N[C@@H](Cc1ccccc1)C(=O)OCc1ccccc1)c1ccccc1	0.6	-8.4	x	13.3	3.2	-7.0	-0.5	0.7	4.5
O=C(c1ccc(=O)oc1)N1CCCc2ccccc21	-1.6	46.1	-61.0	6.9	4.2	2.5	0.8	-4.5	1.6
CC(C)(C)c1ccc(OC(=O)c2cccnc2)cc1	0.1	18.1	0.1	12.0	2.5	3.9	-2.4	-15.4	6.9
Cc1ccc(NS(=O)(=O)c2ccc(C(=O)N3CCN(c4ncccn4)CC3)cc2)cc1	13.6	48.6	-9.8	34.8*	8.2	27.9*	2.6	-6.2	-0.7
CCOC(=O)c1[nH]c2ccc(OC)cc2c1NC(=O)CCN1CCc2ccccc2C1	-0.7	x	x	7.6	-5.1	-0.5	1.9	1.0	-0.8
O=S(=O)(Nc1nc2ccccc2nc1NCC1CCCO1)c1ccc(F)cc1 (stereo not given)	2.0	-14.5	-8.7	-12.7	-4.8	1.6	1.7	8.7	x
CN1CCSc2ccc(C(=O)Nc3cccc(F)c3)cc21	1.0	28.6	-7.4	-10.3	-3.4	-1.7	0.8	5.6	x
C=CCn1c(Cc2ccccc2)nnc1SCc1nc2ccccc2c(=O)[nH]1	-3.0	1.6	-8.2	4.9	8.0	0.9	1.0	6.1	-3.8

Screening results: PubChem, several laboratories
